PTHR1 agonist: agonists of human PTHR1 parathyroid hormone receptor; Q03431; HEK293 GP2 PTHR1 cells, GloSensor cAMP luminescence, 1 h; Potency, µM (highest dose often 115 µM), for the others: top-dose activation, most hits filed as activators; hit rate 0.075% among 410,000; AID 743266; note: potency is the fitted concentration of half-maximal effect; nearly all actives have a fitted effect of over 55% in size; some results filed as inactive show a strong effect at the top dose; inactives centre near -15; many of its hits are not listed in these tables
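HEK-293-derived GP2 cells expressing PTHR1 and a GloSensor cAMP reporter, 3,000/well, plated overnight, given luciferin plus IBMX (each 0.5 mM as added) for 1 h at 37 °C, then compound for 1 h at 37 °C. Luminescence was read after 15 min at room temperature.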
EPAC1 ag: activates human EPAC1 exchange factor | O95398 | EPAC1 agonist qHTS, biochemical assay; response scale: 100% = response to 6.5 mM cAMP | Potency, µM (top dose mostly 154 µM), for the others: at the top dose activation, hits mostly activators | hit rate 0.073% among 360,000 | AID 720707; note: potency is the fitted concentration of half-maximal effect; nearly all actives have a fitted effect of over 60% in size
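EPAC1 100 nM, Rap1B–BODIPY-GDP 250 nM, unlabeled GDP 50 uM; compound titration; 5 min RT; kinetic read ex480/em540 at 5-min intervals ×30 min; data normalized to 6.5 mM cAMP agonist control.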
PI5P4Ka inh: PI5P4K alpha (human) kinase inhibition. max response, %. hit rate 1.2% among 330,000. PI5P4Kalpha enzyme, ADP-Glo luminescence, 60 min; active compounds read low. P48426. AID 652105; active = max response of -50% or lower; inconclusive = between -30% and -50%; inactive = -30% or higher; note: value at the top dose of about 77 µM; % is set by controls: 0 for no effect and ±100 for the full control effect
Target sequence (P48426 whole entry, looked up): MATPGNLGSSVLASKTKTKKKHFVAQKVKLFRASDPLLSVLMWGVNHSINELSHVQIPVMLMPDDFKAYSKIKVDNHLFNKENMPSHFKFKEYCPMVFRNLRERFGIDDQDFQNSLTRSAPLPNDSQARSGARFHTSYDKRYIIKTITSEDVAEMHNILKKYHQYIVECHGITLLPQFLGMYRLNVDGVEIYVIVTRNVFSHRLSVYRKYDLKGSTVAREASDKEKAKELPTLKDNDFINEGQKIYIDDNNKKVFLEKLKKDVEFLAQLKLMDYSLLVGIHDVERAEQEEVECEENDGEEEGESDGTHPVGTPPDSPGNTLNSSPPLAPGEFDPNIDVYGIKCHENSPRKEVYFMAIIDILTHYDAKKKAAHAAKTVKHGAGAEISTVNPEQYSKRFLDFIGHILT
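Enzyme plus substrate dispensed, test compounds pinned in, then ATP (5 microM final) added. After 60 min at RT, ADP-Glo reagent 1 for 45 min and reagent 2 for 30 min preceded luminescence imaging.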
GLP-1R agonist: agonists of human GLP-1 receptor. P43220. Potency, µM (highest dose often 45.6 µM), inactives show at the top dose activation, usual class: activators. AID 624172. HEK293 GLP-1R CRE-luciferase, luminescence, 4-6 h; cells express a hypersensitive GLP-1R form. hit rate 0.007% among 380,000; note: potency is the fitted concentration of half-maximal effect; % of control where 0% means no effect
Target sequence (P43220 whole entry, looked up): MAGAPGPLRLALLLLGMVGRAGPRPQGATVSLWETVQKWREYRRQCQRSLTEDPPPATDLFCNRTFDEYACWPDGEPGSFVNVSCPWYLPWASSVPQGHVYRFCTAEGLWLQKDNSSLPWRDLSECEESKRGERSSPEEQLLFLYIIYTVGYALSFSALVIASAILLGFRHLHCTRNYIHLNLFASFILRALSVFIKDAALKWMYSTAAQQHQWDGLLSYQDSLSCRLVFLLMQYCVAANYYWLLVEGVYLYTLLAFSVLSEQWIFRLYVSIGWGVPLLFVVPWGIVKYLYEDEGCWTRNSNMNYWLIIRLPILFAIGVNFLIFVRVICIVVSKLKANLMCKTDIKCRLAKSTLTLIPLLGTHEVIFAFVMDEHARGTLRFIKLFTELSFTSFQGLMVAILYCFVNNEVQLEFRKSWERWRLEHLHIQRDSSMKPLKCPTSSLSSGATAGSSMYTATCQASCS
HEK293 tox: cytotoxic in the GLP-1 receptor inverse agonist counter-screen | AID 624418 | HEK293 cAMP-luciferase reporter cells, luminescence, 24 h | hit rate 0.13% among 410,000 | Potency, µM (doses to about 38.3 µM), for inactives: at the top dose activity change, negative = inhibition, hits mostly inhibitors;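 note: loss of luciferase light is scored as toxicity; potency is the fitted concentration of half-maximal effect; % is set by controls: 0 for no effect and ±100 for the full control effect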
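MLSMR compounds, 24 hr on cells at 37 deg C/5% CO2; luminescence after luciferase reagent (12 min RT). Inhibition counted as the undesired cytotoxic outcome.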
EPAC1 antag: antagonists of human EPAC1; O95398; Potency, µM (top dose mostly 115 µM), for the others: at the top dose activity change, negative = inhibition, usual class: inhibitors; EPAC1 GEF assay, Rap1b-BODIPY-GDP exchange fluorescence; hit rate 0.14% among 360,000;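 note: potency is the fitted concentration of half-maximal effect; plate controls were vehicle for no effect and positive control for full effect; nearly all actives have a fitted effect of over 50% in size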
GLP-1R inv ag: GLP-1 receptor (human) inverse agonism. P43220. HEK293 GLP-1R CRE-luciferase, luminescence, 24 h; GLP-1R form is constitutively active. Potency, µM (series often up to 38.3 µM), without a hit: at the highest dose activity change, negative = inhibition, usual class: inhibitors. hit rate 1.6% among 410,000. AID 624417; note: potency is the fitted concentration of half-maximal effect; % is set by controls: 0 for no effect and ±100 for the full control effect; nearly all actives have a fitted effect of over 55% in size
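HEK293 cells stably co-expressing constitutively active GLP-1R and a cAMP-responsive luciferase reporter were seeded in DMEM with 10% Nu serum, given compounds after 12 h, and incubated 24 h at 37 deg C. Luminescence was then read.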
PLK1 PBD inh: inhibitors of human PLK1 polo-box domain binding | Plk1 PBD binding of FITC phosphopeptide, fluorescence polarization | Potency, µM, for inactives: max response, negative = inhibition, hits mostly inhibitors | P53350 | hit rate 2.8% among 360,000 | AID 720504; note: potency is the fitted concentration of half-maximal effect; series mostly up to about 57 µM; % is set by controls: 0 for no effect and ±100 for the full control effect; nearly all actives have a fitted effect of over 65% in size
IL2 activator: IL-2 activation | IL-2 activation reporter assay, cell-based qHTS; stimulated with anti-CD3/CD4/CD28 beads; in transgenic mouse T cells | activation, % (series mostly up to about 46 µM) | hit rate 0.065% among 360,000; in the data active = activation above about 50%; inconclusive = mostly about 30% to 49%; note: 0% is about no effect
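Quantitative HTS in unstimulated transgenic mouse T cells, with memory T cells as non-tolerant control and PMA/ionomycin as tolerance-bypass control. Compound pretreatment lasted 60 minutes before 18 h bead stimulation; EGFP/DsRed fluorescence read.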
The depositor's hits bear a star; i = inactive; ? = inconclusive; . = not tested or not shown; & = joins results of further samples; [ ] = remark or other dose. Unless noted, calls come from the whole dose curve; as a rule, active = well fitted curve in the direction sought with a large enough effect; inconclusive = small, poorly fitted or top-dose-only effect, or another doubt; inactive = no such curve, though single readings can be large; an effect the other way counts as inactive or inconclusive.

no.	mol	PTHR1 agonist	EPAC1 ag	PI5P4Ka inh	GLP-1R agonist	HEK293 tox
1	OCC1OC(n2cnc3c(NCc4ccccc4O)ncnc32)C(O)C1O (configuration not stated)	-2.9%	-15.5%	-28.3	0.3%	?
2	COC(=O)CN(C(=S)Nc1ccc(F)cc1)C1CC(=O)N(c2ccc(OC)cc2)C1=O (configuration not stated)	i	7.0%	.	1.7%	-3.7%
3	CCN1CCN(CCOc2ccccc2-c2ccccc2)CC1	?	3.4%	4.3	-4.4%	11.6%
4	Cc1ccc(-n2c(SCc3ccc(C(=O)O)cc3)nnc2-c2ccncc2)cc1	-13.8%	8.3%	-18.2	2.1%	1.6%
5	CCOC(=O)c1sc(NC(=O)COC(=O)c2ccco2)nc1C	i	-2.6%	-6.9	26.1%	-8.1%
6	Cc1ccc(-c2nn(-c3ccccc3)cc2C(=O)NN2CCN(C)CC2)cc1	i	-4.8%	-0.5	3.6%	-8.0%[7.66 µM]
7	CCOc1cc(CNCC(O)c2ccccc2)cc(Cl)c1OC (configuration not stated)	-10.2%	-8.7%	5.2	15.0%	3.3%
8	COCCNC(=O)C(=O)N/N=C(\C)CC(=O)Nc1cccc(C(F)(F)F)c1	i	-6.4%	5.4	7.2%	-13.1%
9	Cc1nc(/C(N)=N/OC(=O)c2c(-c3ccccc3Cl)noc2C)cs1	i	-2.7%	0.0	4.7%	0.0%
10	CCC1CCc2c(sc(NC(=O)CSc3nc(-c4ccco4)cc(C(F)(F)F)n3)c2C#N)C1 (configuration not stated)	-24.2%[57.5 µM]	4.3%	.	11.3%	1.0%
11	NCc1ccc(S(N)(=O)=O)cc1	-12.6%	-15.5%&-4.4%	-0.1&3.2	-1.1%	-3.0%&0.3%
12	COc1ccccc1NC(=O)C1CCCN(S(=O)(=O)c2cccc3nsnc23)C1 (configuration not stated)	-11.7%[57.5 µM]	9.9%	1.7	2.2%	-2.4%
13	O=C(c1ccc(OC2CCN(CCc3ccccc3)CC2)cc1)N1CCCC(CO)C1 (configuration not stated)	i	-2.7%	-3.3	-2.7%	-9.1%
14	CCc1ccccc1NC(=O)COC(=O)c1cccs1	-16.8%	5.8%	-9.3	4.1%	5.0%
15	Cc1ccc(N(C(C)C(=O)Nc2ccccc2C(=O)N2CCOCC2)S(C)(=O)=O)cc1C (configuration not stated)	9.4%[57.5 µM]	2.4%	-4.3	-7.3%	3.0%

no.	EPAC1 antag	GLP-1R inv ag	PLK1 PBD inh	IL2 activator
1	6.8%	?	-5.7%	-7.6
2	-3.5%	0.3%	-16.5%	0.2
3	?	?	-8.9%	0.5
4	-12.4%	12.6%	-16.5%	-4.3
5	18.1%	32.4%[activator]	-3.5%	0.4
6	-12.0%	-8.7%[7.66 µM]	-5.7%	-0.1
7	12.2%	-32.1%	-4.0%	0.4
8	0.9%	?	-7.9%	-0.3
9	18.2%	?	-3.4%	-0.6
10	-2.8%	-7.4%	23.8µM*	2.0
11	-5.2%&1.2%	0.0%&10.2%	0.5%&-14.9%	0.0&0.6
12	2.3%	-15.4%	-16.9%	-1.4
13	-7.0%	1.1%	0.0%	1.5
14	4.3%	7.8%	2.8%	1.3
15	4.6%	9.1%	-4.9%	-0.2

Next entries
no.	mol	PTHR1 agonist	EPAC1 ag	PI5P4Ka inh	GLP-1R agonist	HEK293 tox
16	COc1cc(NC(=O)c2c(C)nn(-c3ccc(F)cc3)c2-n2cccc2)cc(OC)c1	i	.	.	24.1%	6.1%
17	COc1ccc(C(C)C)cc1S(=O)(=O)N1CCN(C)CC1	i	6.6%	-0.3	-1.3%	15.8%
18	COc1ccc(CCNC(=O)c2cccnc2)cc1OC	i	-2.5%	.	-5.3%	-16.3%
19	CCc1ccc(NC(=O)C2C3/C=C\CCCCC32)cc1 (configuration not stated)	i	-0.2%	-0.1	7.9%	-4.7%
20	COc1ccc(CN(C)C(=O)/C=C/c2ccc(S(=O)(=O)N3CCCCCC3)cc2)cc1	-83.0%[inhibitor]	13.4%	3.9	9.6%	?
21	CN1CCc2c(sc3c2c(=O)n(-c2ccccc2)c2nncn32)C1	i	2.6%	1.4	-2.0%	14.7%
22	Cc1cc(C(=O)OCC(=O)c2cccs2)c2ccccc2n1	-9.9%	-1.2%	0.4	-6.7%	-13.9%
23	COc1ccc(C(=O)NCC(=O)OCC(=O)NC23CC4CC(CC(C4)C2)C3)cc1	-56.2%[inhibitor]	-1.0%	0.5	2.2%	4.1%
24	COc1ccc(-c2cc(=O)c3ccccc3[nH]2)cc1	i	-4.2%	0.8	-2.5%	-0.5%
25	CCOc1ccccc1CN1CCNC(=O)C1CC(=O)N(C)CCc1cnn(C)c1 (configuration not stated)	-24.0%	3.1%	-3.2	-1.8%	-2.7%
26	Cc1[nH]c2ccc(C(=O)Nc3ccncc3)cc2c1C	-30.6%[inhibitor]	-1.5%	4.6	-6.4%	-15.4%
27	COc1ccc2c(-c3cnc(N4CCOCC4)nc3)c(-c3ccc(S(C)(=O)=O)cc3)sc2c1	i	-18.6%	-2.9	4.9%	7.1%
28	CCc1cccc(CC)c1NC(=O)CSc1nc2ccc(N3C(=O)C4C(C3=O)[C@H]3C=C[C@@H]4C3)cc2s1 (some centres not stated)	-32.2%[inhibitor]	3.3%	-0.6	-0.9%	4.4%
29	Cc1ccc(C(=O)Cn2c(C(=O)/C=C/c3ccccc3)nc3ccccc32)cc1	-33.3%[inhibitor]	4.9%	3.1	2.8%	-9.6%
30	Cc1ccc2oc3c(c(=O)c2c1)C(c1ccc(O)cc1)N(CCCN(C)C)C3=O (configuration not stated)	26.6%	.	.	0.9%	8.9%

no.	EPAC1 antag	GLP-1R inv ag	PLK1 PBD inh	IL2 activator
16	.	4.2%	.	.
17	6.5%	-13.6%	-15.8%	-2.2
18	14.7%	2.9%	-4.7%	-2.1
19	-15.7%	-4.1%	-12.4%	-2.4
20	-8.8%	?	0.3%	-3.7
21	-11.9%	3.9%	?	-0.3
22	12.5%	7.7%	4.7%	-0.8
23	-2.6%	19.1%	5.1%	0.0
24	6.0%	0.4%	-1.8%	0.7
25	19.3%	7.0%	-3.9%	-2.5
26	1.5%	-4.4%	2.4%	0.7
27	14.1%	-23.2%	2.0%	0.4
28	-14.5%	?	-5.0%	-4.7
29	-1.6%	-2.0%	-5.6%	-0.6
30	.	21.5%	.	.

The listing continues:
no.	mol	PTHR1 agonist	EPAC1 ag	PI5P4Ka inh	GLP-1R agonist	HEK293 tox
31	CCOC(=O)c1ccc(NC(=O)c2c(Cl)cc(C)nc2C)cc1	-0.1%	1.2%	6.9	2.8%	0.2%
32	COc1ccc(NC(=O)C2CCN(C(=O)c3cccs3)CC2)c(OC)c1	i	3.6%	?	3.3%	1.4%
33	COc1ccccc1NC(=O)c1cnc2c(-c3ccccc3)c(C)nn2c1C	-20.9%	13.2%	-8.6	6.4%	7.5%
34	N=C1SC(c2ccccc2)C(=O)N1c1ncc(Cc2ccccc2Cl)s1 (configuration not stated)	-9.8%	-10.7%	?	-1.2%	-7.9%
35	CC1CCCN(C(=O)C2CCN(S(=O)(=O)c3cccs3)CC2)C1 (configuration not stated)	-13.0%	3.7%	-5.2	-1.2%	-1.3%
36	Cc1cc(-n2c(C)cc(C(=O)CSc3nnnn3-c3ccc(Cl)cc3)c2C)no1	10.9%[57.5 µM]	5.0%	.	-1.4%	?
37	Cc1cnc(C(=O)N2CCN(S(=O)(=O)c3ccc(F)c(F)c3F)CC2)cn1	-7.7%	7.9%	-1.2	4.6%	5.3%
38	Cc1ccc(Cn2nnc3c(=O)[nH]c(C4CCCN(S(=O)(=O)c5ccccc5F)C4)nc32)cc1 (configuration not stated)	-64.9%[inhibitor]	4.5%	-4.3	5.0%	8.9%
39	CC1=NN(C(=O)CSCc2ccccc2)C(O)(c2ccc(Cl)cc2)C1 (configuration not stated)	-95.3%[inhibitor]	4.9%	1.5	-4.3%	17.4%
40	CCNC(=O)CC1C(=O)N(c2ccc(F)cc2)C(=O)N1CCc1ccc(OC)cc1 (configuration not stated)	i	-3.4%	.	-11.9%	-1.1%

no.	EPAC1 antag	GLP-1R inv ag	PLK1 PBD inh	IL2 activator
31	-9.6%	4.8%	0.0%	-0.1
32	1.2%	16.9%	7.52µM*	-0.7
33	-10.8%	-22.9%	-18.2%	-4.4
34	70.8µM*	8.1%	?	-0.1
35	-2.4%	12.4%	-5.7%	-0.2
36	6.8%	5.7%	0.2%	-0.3
37	-8.8%	-7.1%	-13.2%	-0.1
38	-1.3%	11.4%	-17.5%	-1.1
39	-0.9%	?	-5.9%	0.0
40	-1.0%	-1.0%	-0.7%	3.0

Shown with two lines to a compound: four of the compounds above
Under each structure: PTHR1 agonist, EPAC1 ag, PI5P4Ka inh, GLP-1R agonist, HEK293 tox, EPAC1 antag, GLP-1R inv ag, PLK1 PBD inh, IL2 activator
17: COc1ccc(C(C)C)cc1S(=O)(=O)N1CCN(C)CC1
→ i, 6.6%, -0.3, -1.3%, 15.8%, 6.5%, -13.6%, -15.8%, -2.2
18: COc1ccc(CCNC(=O)c2cccnc2)cc1OC
→ i, -2.5%, ., -5.3%, -16.3%, 14.7%, 2.9%, -4.7%, -2.1
19: CCc1ccc(NC(=O)C2C3/C=C\CCCCC32)cc1 (configuration not stated)
→ i, -0.2%, -0.1, 7.9%, -4.7%, -15.7%, -4.1%, -12.4%, -2.4
20: COc1ccc(CN(C)C(=O)/C=C/c2ccc(S(=O)(=O)N3CCCCCC3)cc2)cc1
→ -83.0%[inhibitor], 13.4%, 3.9, 9.6%, ?, -8.8%, ?, 0.3%, -3.7

These rows are one share of the data; the hit share may differ from the screen's.
